Assay outcomes deposited in PubChem by National Center for Advancing Translational Sciences (NCATS).
Lipid storage S3: qHTS Assay for Lipid Storage Modulators in Drosophila S3 Cells; Drosophila S3 cells, BODIPY lipid droplet fluorescence, 18-24 h; cells fed with added oleic acid; lipid storage change, negative = inhibition, % at the top dose, mostly 46.1 µM; hits show Potency in µM; actives 0.64% (n = 320,000); active = well fitted inhibition curve with a large enough effect in the signal ratio, with a control signal flat, not every such curve was filed as active; inconclusive = small, poorly fitted or top-dose-only effect, or effect the other way, or a change in a side signal; the % refers to the signal ratio
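Drosophila S3 cells got compounds at several concentrations plus oleic acid (400 uM solution). Laser-scanning cytometry with 488 nm excitation read lipid droplets at 500-530 nm and cells at 575-640 nm. Percent activity was relative to 20 uM Triacsin C.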
Lipid storage S3 cell count max: recorded beside Lipid storage S3, whose call it bears; cell number change, %; measured here: cell count max response;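 cells counted by Cell Tracker Red CMTPX staining in the red channel; peak over a dose series mostly up to 46.1 µM; percent activity relative to internal control wells on each plate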
* = called active by the depositor; i = inactive; ? = inconclusive; · = no result given; [ ] = remark or other dose. % is set by controls: 0 for no effect and ±100 for the full control effect; potency is the fitted concentration of half-maximal effect.

Lipid storage S3,Lipid storage S3 cell count max,molecule
?,·,Cc1cc(C)nc(-n2nc(C)cc2NC(=O)CNCc2ccccc2)n1
7%,11,COc1ccc(N(C(=O)Cn2nnc3ccccc32)C(C(=O)NC(C)(C)C)c2ccc(OC)c(O)c2)cc1 (stereo not given)
9%[9.22 µM],-7,Cc1cc(OCCCCN2C(=O)NC(C)(C)C2=O)ccc1[N+](=O)[O-]
?,·,Cc1cc(C(=O)COC(=O)c2ccncc2)c(C)n1Cc1ccco1
-10%,-13,CC(=O)/C(=N\Nc1ccc(C)cc1)N1CCOCC1
-29%,10,COc1ccc2nc3ccccc3nc2c1NC(=O)c1ccccc1Cl
?,·,CCC1(C)N([O-])C(C)=C(c2ccccc2)[N+]1=O (stereo not given)
-19%,11,CC1CN(C(=S)Nc2ccc(S(N)(=O)=O)cc2)CC(C)O1 (stereo not given)
?,·,CCOc1ccccc1NC(=O)Cn1nc(-c2ccco2)ccc1=O
?,·,O=C(O)c1ccc(Nc2ncnc3scc(-c4ccccc4)c23)cc1
7%,13,Cc1ccc(-n2cc(S(=O)(=O)c3ccc(C)cc3)[nH]c2=O)cc1
?,·,Cc1ccc(SCC(=O)NCCSCc2ccccc2)cc1
?,·,CCCCCOc1ccc(Br)cc1/C(C)=N/NC1=NCCN1
?,·,O=C(Nc1ccc(N2CCOCC2)cc1)c1ccc(COc2ccccc2)cc1
?,·,Cc1cc(C)c2c(-n3cccc3)nn(CC#N)c2n1
i,17,CN(C(=O)CN1C(=O)/C(=C/c2ccc(F)cc2)SC1=S)C1CCS(=O)(=O)C1 (stereo not given)
1%,0,CCC(C)(C)C1CCc2[nH]nc(C(=O)NN)c2C1 (stereo not given)
?,·,COc1cccc(NC(=O)Cn2cc(C(=O)c3ccc(C)cc3)c(=O)c3cc(OC)ccc32)c1
?,·,Cc1ccc(C)c(COC(=O)c2cccc(S(=O)(=O)N3CCCC3)c2)c1
?,·,COc1ccc(OCCCN2CCCC(C)C2)cc1 (stereo not given)
?,·,CCN1CCN(CCNC(=O)c2ccc3c(c2)NC(=O)/C(=C\c2ccc(OC)c(OC)c2)S3)CC1
-4%,-21,COc1ccc(C2=CC3=C(Br)C(=O)C(C)(OC(=O)c4ccco4)C(=O)C3=CO2)cc1 (stereo not given)
i,5,CCc1ccc(NC(=O)CC2C(=O)N(c3ccc(OC)cc3)C(=O)N2CCOC)cc1 (stereo not given)
?,·,Cc1ccc(S(=O)(=O)N2CCCC2CNC(=O)c2ccccc2)cc1 (stereo not given)
?,·,CCOc1cc(C2C(C(=O)N3CCCCC3)=C(C)NC3=C2C(=O)CC(C)(C)C3)ccc1O (stereo not given)
7%,-4,CC(C)C(NC(=O)c1ccc(C(C)(C)C)cc1)C(=O)NCC(c1ccccc1)N(C)C (stereo not given)
?,·,Cc1ccc(C)c(N2N=C(C(=O)OCc3nnc(-c4cccs4)o3)CCC2=O)c1
?,·,CSc1nccc(N/N=C/c2ccccc2)n1
?,·,O=[N+]([O-])c1ccc(CSc2ncnc3ccccc23)cc1
?,·,COC(=O)c1ccc(CSc2nccn2C)cc1
?,·,O=C(Nc1ccc(S(=O)(=O)N2CCOCC2)cc1)c1ccc([N+](=O)[O-])cc1Cl
?,·,N#C/C(=C\c1cc(Cl)cc(Cl)c1O)C(=O)NC1CCCCC1
?,·,CCOC(=O)N1CCN(Cc2ccccc2Cl)CC1
i,-14,CC1Sc2ccc(S(=O)(=O)CCC(=O)Nc3ccccc3Cl)cc2NC1=O (stereo not given)
1%,2,COc1ccccc1/C=C/C(=O)Oc1cccc2cccnc12
?,·,CCC(=O)Nc1cccc(-c2nnc(-c3cccc(NC(=O)CC)c3)o2)c1

Three records picked at random from the list so far, as already listed:
Lipid storage S3,Lipid storage S3 cell count max,molecule
?,·,CCOc1ccccc1NC(=O)Cn1nc(-c2ccco2)ccc1=O
?,·,CCOc1cc(C2C(C(=O)N3CCCCC3)=C(C)NC3=C2C(=O)CC(C)(C)C3)ccc1O (stereo not given)
?,·,CCCCCOc1ccc(Br)cc1/C(C)=N/NC1=NCCN1

Further results follow.
Lipid storage S3,Lipid storage S3 cell count max,molecule
?,·,Cc1ccc(NC(=O)COC(=O)COc2ccc3ccc(=O)oc3c2)cc1[N+](=O)[O-]
?,·,CC(C)(O)C#Cc1ccc(CN2CCCC(CO)(Cc3cccc(Cl)c3)C2)cc1 (stereo not given)
?,·,CCOC(=O)C(=O)c1csc(NC(=O)COc2ccc(N(C)S(=O)(=O)c3ccc(F)cc3)cc2)n1
16%,·,COc1ccc2c(C(=O)c3ccc(C)cc3)n(CCCC(N)=O)[n+]([O-])c2c1
-10%,-13,CCCCSCCCNC(=O)C1CCC(CNS(=O)(=O)c2ccccc2)CC1 (stereo not given)
25%,14,O=C(O)CCC(=O)Nc1ccc(S(=O)(=O)c2ccc(NC(=O)CCC(=O)O)cc2)cc1
?,·,CC1CCN(c2ccc(-c3ccc(NC(=O)c4ccco4)cc3)nn2)CC1
i,·,Cc1cc(NC(=O)CSc2ccc(Cl)cc2)no1
28%,·,CC(NC(=O)CN1CCOCC1)c1ccc(F)cc1 (stereo not given)
?,·,CCOC(=O)c1cc(=O)cc(C(=O)OCC)o1
7%,1,Cc1cccc(NC(=O)c2cnc3sccn3c2=O)c1
-11%,20,O=C(CCc1ccccc1)NCCCNC(=O)CCc1ccccc1
18%,·,CCn1cc(Br)c(C(=O)Nc2nccs2)n1
?,·,CC(=O)Oc1cccc(N2C(=O)c3ccc(C(=O)Nc4c[nH]c(=O)[nH]c4=O)cc3C2=O)c1
?,·,COc1ccc(S(=O)(=O)Nc2ccccc2C(=O)NCc2ccco2)cc1Br
?,·,S=C(NCc1ccncc1)NC1CCCC1
?,·,CCCCNC(=O)OCC(CC)NC(=O)OC(C)C (stereo not given)
?,·,Cc1ccc(/C=N/NC(=S)NC(C)C)o1
?,·,Cc1cc(Cl)ccc1OCC(=O)Nc1ccccc1N1CCOCC1
?,·,COc1ccccc1NC(=O)Nc1ccccc1Br
20%,·,O=C(Nc1cc(F)ccc1F)c1ccc(-n2cncn2)c([N+](=O)[O-])c1
6%,-2,O=C(NC1CCCCC1)c1ccccc1NC(=O)C1CC(=O)N(c2ccc(Cl)cc2)C1 (stereo not given)
?,·,CC(C)(C)c1ccc(-c2nnc(SCC(=O)NC3CC3)o2)cc1
i,·,COc1cc(NC(=O)C2CCCN2C(=O)C2CCC(C)CC2)cc(OC)c1OC (stereo not given)

Filtered by structure, the compounds so far with four or more nitrogen atoms
Lipid storage S3,Lipid storage S3 cell count max,molecule
?,·,Cc1cc(C)nc(-n2nc(C)cc2NC(=O)CNCc2ccccc2)n1
7%,11,COc1ccc(N(C(=O)Cn2nnc3ccccc32)C(C(=O)NC(C)(C)C)c2ccc(OC)c(O)c2)cc1 (stereo not given)
?,·,CCCCCOc1ccc(Br)cc1/C(C)=N/NC1=NCCN1
?,·,Cc1cc(C)c2c(-n3cccc3)nn(CC#N)c2n1
1%,0,CCC(C)(C)C1CCc2[nH]nc(C(=O)NN)c2C1 (stereo not given)
?,·,CCN1CCN(CCNC(=O)c2ccc3c(c2)NC(=O)/C(=C\c2ccc(OC)c(OC)c2)S3)CC1
?,·,Cc1ccc(C)c(N2N=C(C(=O)OCc3nnc(-c4cccs4)o3)CCC2=O)c1
?,·,CSc1nccc(N/N=C/c2ccccc2)n1
?,·,CCC(=O)Nc1cccc(-c2nnc(-c3cccc(NC(=O)CC)c3)o2)c1
?,·,CC1CCN(c2ccc(-c3ccc(NC(=O)c4ccco4)cc3)nn2)CC1
18%,·,CCn1cc(Br)c(C(=O)Nc2nccs2)n1
?,·,CC(=O)Oc1cccc(N2C(=O)c3ccc(C(=O)Nc4c[nH]c(=O)[nH]c4=O)cc3C2=O)c1
20%,·,O=C(Nc1cc(F)ccc1F)c1ccc(-n2cncn2)c([N+](=O)[O-])c1

The results go on:
Lipid storage S3,Lipid storage S3 cell count max,molecule
?,·,CCOC(=O)c1cnc2ccc(OC)cc2c1Nc1ccc(N2CCN(C)CC2)cc1
12%,12,c1ccc(-c2noc(CC3CCCCC3)n2)nc1
-6%,4,COCCN1C(=O)N[C@@H](c2ccco2)C(C(C)=O)=C1C
-3%,-1,COCc1c(C(=O)NCc2ccccc2CN2CCCC2)oc2ccccc12
-1%,16,C/C(Cc1ccccc1)=N\NC(=O)CNC(=O)c1ccc2c(c1)OCCO2
?,·,CN(Cc1cccnc1)C(=O)c1cc(S(=O)(=O)Nc2ccccc2F)ccc1Cl
?,·,Cc1ccc(OP(=O)(Nc2c(C)n(C)n(-c3ccccc3)c2=O)Oc2ccc(C)cc2)cc1
i,-2,CC1(C)C(=O)OC(c2c(F)c(F)c(F)c(F)c2F)C2(CCCCC2)C1=O (stereo not given)
?,·,C=CCn1cnc2c(nnn2-c2ccc(Cl)cc2)c1=O
-3%,-8,O=C(NCc1ccccc1)NC1(C(=O)N2CCOCC2)CCCCC1
1%,-9,Cc1noc(C)c1S(=O)(=O)Nc1ccc(C(=O)NC2CCCCCC2)cc1
i,-6,CCSc1nnc(NC(=O)C(C)(C(F)(F)F)C(F)(F)F)s1
?,·,COc1ccc(-n2c(SCC(=O)c3ccc[nH]3)nnc2-c2ccccc2)cc1
?,·,CC(C)(C)OC(=O)CN1c2cccc3cccc(c23)S1(=O)=O
i,-27,Cc1ccc(S(=O)(=O)NCC(c2cccnc2)N2CCc3ccccc32)cc1 (stereo not given)
?,·,CC(C)(C)c1ccc(C(=O)NC(CC(=O)O)c2ccc(OC3CCCC3)cc2)cc1 (stereo not given)
-18%,-26,O=C(CNCCO)N1CCc2ccccc21
3%,9,O=C(CSc1nc2ccc([N+](=O)[O-])cc2[nH]1)NC1CCCCCC1
?,·,O=C(c1ccccc1)c1ccc(OCC(O)CNCc2ccc(Cl)cc2)cc1 (stereo not given)
?,·,COc1ccc(CCNC(=O)Cn2ccc3c(OC)cccc3c2=O)cc1OC
?,·,O=C(N[C@@H](c1ccccc1)[C@@H]1C[C@H]1C(=O)NCc1ccccn1)OCc1ccccc1
?,·,CCCn1c(C2CCCN2c2nc(-c3ccc(OC)cc3)cs2)nc2ccccc21 (stereo not given)
?,·,COc1cccc(NC(=O)N2CCCC2C(=O)NCc2ccccc2F)c1 (stereo not given)
i,·,Cc1cccc(NC(=O)COc2ccc(Br)cc2)n1
?,·,Cc1ccc(S(=O)(=O)N2CCCCC2)cc1C(=O)OC(C)C(=O)NCC1CCCCC1 (stereo not given)
3%,0,COc1ccc(N2C(=O)C(Cl)=C(Nc3ccc(OC)cc3OC)C2=O)cc1
?,·,FC(F)(F)c1cnc(N2CCC(=NOCc3ccc(Cl)cc3)CC2)c(Cl)c1
i,-6,CCOc1ccccc1C(=O)Nn1c(C2CCC2)nc2ccccc2c1=O
1%,13,Cc1ccccc1C(=O)Nc1ccccc1
-5%,9,O=C(NCCCCc1ccccc1)c1ccccc1
?,·,Cc1ccc(/C=C/C(=O)Nc2nccs2)o1
-6%,5,C[C@@H]1C=C(C(=O)N2CCN(Cc3ccc4c(c3)OCO4)CC2)O[C@H](OCCCCO)C1
2%,1,COc1ccc2nc(C)cc(Nc3ccccc3O)c2c1
i,-7,CN(C)C(=O)CN1C(=O)c2cccc3cccc1c23
?,·,CCCCCCCCNC(=O)c1cccnc1SCC(=O)Nc1ccccc1OC
6%,-1,CC12CN3CC(C)(CN(C1)C3c1ccccc1)C2O (stereo not given)
9%,-2,CC1CC(C)CN(CC(=O)N2c3ccccc3CCc3ccccc32)C1 (stereo not given)
?,·,Cc1cc(C)c(C)c(OCCOCCN2CCOCC2)c1
-1%,-4,C/C(CCc1ccccc1)=N\NC(=O)C(=O)Nc1cccc(Cl)c1
?,·,COc1ccc(C(CCNCc2ccc(N(C)C)cc2)C(C)C)cc1 (stereo not given)
?,·,O=C1NC(=O)/C(=C/c2ccco2)N1
i,22,CN(CC(=O)Nc1ccc(S(N)(=O)=O)cc1)c1ccccc1
9%,-13,O=C(CN1CCCC1)N1c2ccccc2C=Cc2ccccc21
i,·,CCOC(=O)CN1N=C(c2ccc(Cl)cc2)CCC1=O
15%,17,COCCN(C(=O)Cn1nnc2ccccc21)C(C(=O)NC1CCCC1)c1cccc(OC)c1OC (stereo not given)
0%,-1,COC(=O)c1ccc(N2CCN(C)CC2)c(NC(=O)c2cccnc2)c1
-1%,10,CCOCCCNC(=O)C(c1ccccc1)N(Cc1ccc2c(c1)OCO2)C(=O)c1ccccc1O (stereo not given)
i,11,Nc1nc(SCC(=O)Nc2ccc([N+](=O)[O-])cc2)[nH]c(=O)c1NC(=O)c1ccc(Br)cc1
?,·,CC(OC(=O)CCN=C1NS(=O)(=O)c2ccccc21)C(=O)Nc1ccccc1F (stereo not given)
-25%,-21,CN(C(=O)Nc1ccc(Cl)cc1Cl)C1CCCC1
i,-5,O=C(NCC1CCCO1)c1ccc2c(c1)N(Cc1ccccc1)C(=O)CS2 (stereo not given)
i,0,CC12CCC(C(=O)Nc3ccc4c(c3)OCCO4)(OC1=O)C2(C)C (stereo not given)
6%,-7,COc1cc(C(=O)Nc2c(C(=O)O)[nH]c3ccccc23)cc(OC)c1OC
?,·,FC(F)(F)c1nc2ccccc2nc1N/N=C\c1ccccc1

This is a subset; rates above refer to the full screens.
